# Assay outcomes from PubChem BioAssay.
# CSM14.1 death rescue: rescue of cells from ER stress-induced death, primary screen, 384-well, CSM14.1, thapsigargin, ATP luminescence (AID 1222); 190,000 tested, under 10 active; CSM14.1 thapsigargin-induced death rescue, ATP luminescence; higher % means a stronger effect; one-dose cellular ATP content (survival), % at 20 µM; EC50 in µM for titrated hits;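 active = EC50 below 50 µM in the dose-response confirmation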;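 also: death triggered by thapsigargin at about 15 µM added after 2 h compound pretreatment; cell ATP read after overnight thapsigargin exposure of roughly 18 to 22 hours; normalized against plate controls of thapsigargin alone and 5% DMSO vehicle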
# M17LAP inhibition: P. falciparum M17LAP inhibitors, primary screen, biochemical, fluorogenic H-Leu-NHMec substrate, 1536-well (AID 1619). recombinant M17LAP, H-Leu-NHMec fluorogenic kinetic assay; higher % means a stronger effect. inhibition, % at 30 µM; hits with a dose series show IC50 in µM. actives 0.38% (n = 220,000);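 active = compound inhibiting the enzyme by more than half at any dose during confirmatory dose-response retesting; inconclusive = strong single-dose inhibitors picked by rank but not retested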;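 also: plate controls were full reaction with DMSO carrier for no effect and no enzyme background for full effect; strong numbers were not always called active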
# Autophagy HCS: autophagy modulation, high-content screen | MEF GFP-LC3 puncta imaging; test concentration mostly 10 µM | calls only at 10 µM (by protocol) | actives 0.98% (n = 190,000) | AID 463193;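 active = percentage of spot-positive cells more than 3 SD above its plate mean, without a fluorescence outlier flag or 80% toxicity; inconclusive = no clear call, values can overlap the other calls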;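 also: spot-positive cell cutoff set from DMSO-treated cells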
# UTI89 phage lysis: protection from phage-mediated lysis, alamar blue read-out – E. coli UTI89, K1F phage, bacterial capsule biogenesis inhibitors (AID 488966) | E. coli UTI89 K1F phage lysis, alamar blue, 2 h; higher % means a stronger effect | inhibition, % at 100 µM, or IC50 in µM where a hit was titrated | actives 0.02% (n = 340,000);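 active = phage lysis inhibition, versus mean bacterial control, above a set limit; inconclusive = no clear call, values can overlap the other calls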;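 also: capsule biogenesis inhibitors block K1F phage lysis so surviving cells raise fluorescence; higher fluorescence means more inhibition of phage lysis; actives were called in the ten point dose series up to 300 µM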
# M1AAP inhibition: malaria alanyl aminopeptidase activity blockers – biochemical, fluorogenic H-Leu-NHMec substrate, 1536-well (AID 1445); recombinant M1AAP, H-Leu-NHMec fluorogenic kinetic assay; higher % means a stronger effect; one-dose inhibition, % at 30 µM; IC50 in µM for titrated hits; actives 0.42% (n = 220,000);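 active = primary inhibition above the hit cutoff, then over 50% inhibition at one or more dose response concentrations, cut at about 23% in these data, passing the limit was not always enough; inconclusive = conflicting primary data, or primary hits not chosen for dose response; inactive = low primary inhibition, or under 50% at every dose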;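 also: plate controls were DMSO full reaction for no effect and no enzyme background for full effect; strong numbers were not always called active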
# Dynein cargo inh: dynein cargo transport inhibition; 3617.4 mouse cells, GR-EGFP nuclear translocation imaging; test concentration mostly 20 µM; stimulated with dexamethasone, 1 µM; active compounds read low; z-score, hits read low; actives 0.47% (n = 220,000);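 active = plate z-score of nuclear minus cytoplasmic receptor signal below a set negative limit, without overly bright fluorescence or cell loss, cut at about -3.5 in these data, passing the limit was not always enough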;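 also: z-score of nuclear minus cytoplasmic ring GR-EGFP intensity difference per well; some compounds called inactive have numbers as strong as hits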
#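 Buffer or medium: Induction medium lacking tetracycline, stripped serum | Also added: Dexamethasone agonist, 1.0 µM final, for 30 min | Timing: 48 h induction, 1 h compound, 30 min dex at 37 °C | Detection: Formaldehyde fixation, Hoechst nuclear stain, 10x automated fluorescence imaging | Measure: Nuclear versus cytoplasmic GR-EGFP signal, averaged per well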
# bCat nuc transl: beta-catenin nuclear translocation modulation. HeLa beta-catenin nuclear translocation, immunofluorescence imaging. nuclear translocation activity, % at 5 µM. actives 0.3% (n = 190,000). AID 1665;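 active = nuclear translocation activity above 50% at 5 µM, with a well cell count of 50 or more; inconclusive = wells under 50 cells across six images, flagged as toxic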;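 also: per-cell ratio of nuclear to cytoplasmic median beta-catenin stain intensity; plate controls were DMSO negative control for no effect and GSK-3 inhibitor IX positive control for full effect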
#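 test system = HeLa cells, endogenous beta-catenin | dosing = single 5 µM dose plus 0.02–20 µM confirmation series | times = compound treatment 24 h, 37°C, 5% CO2 | technique = beta-catenin immunofluorescence imaging with DAPI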
# MT stabilize HCS: microtubule stabilization, imaging screen; HeLa tubulin immunostaining HCS, 24 h; share of cells brighter than vehicle mean+2SD; actives 0.83% (n = 200,000); AID 2205; % tubulin-high responders, % at 10 µM;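 active = plate Z-score above 3 for both tubulin-high and condensed-nucleus cell shares, with cell loss under 80%, at 10 µM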;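 also: anti alpha tubulin signal scored within the nucleus-defined area of each cell; some results filed as inactive read as strong as hits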
# Ins promoter up: MIN6 insulin promoter up-regulation | AID 1625 | MIN6 insulin promoter-GFP reporter, high-content imaging; active compounds read high | z-score at 5 µM | actives 0.3% (n = 190,000);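 active = z-score above 3 at 5 µM with at least 500 cells counted in the well; inconclusive = wells under 500 cells, flagged as cytotoxic or low count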
# Dynein cargo inh cytoplasmic EGFP: also measured in Dynein cargo inh; calls as there; z-score; measured here: cytoplasmic GR-EGFP intensity; active compounds read high
# Dynein cargo inh nuclear GR-EGFP: also measured in Dynein cargo inh; calls as there; z-score; measured here: nuclear GR-EGFP intensity;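 lower value marks the stronger effect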
# Dynein cargo inh cell count: further read-out of Dynein cargo inh, marked with its call; z-score; measured here: cell count per field
# Ins promoter up cell count: also measured in Ins promoter up; calls as there; cell count; measured here: cytotoxicity, nuclei count;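 total cells summed across four imaged fields per well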
# bCat nuc transl cell count 5 µM: also measured in bCat nuc transl; calls as there; cell count; measured here: cell count, cytotoxicity flag
# MT stabilize HCS Hoechst-high %: recorded beside MT stabilize HCS, whose call it bears; % Hoechst-high responders; measured here: nuclear condensation Hoechst responders;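 share of cells brighter than vehicle mean plus two SD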
# MT stabilize HCS cytotoxicity %: recorded beside MT stabilize HCS, whose call it bears; toxicity, %; measured here: cytotoxicity by cell density;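 0% = mean cell density of plate MIN control wells and 100% = no cells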
# Autophagy HCS cell loss 18 h: second read-out of Autophagy HCS, no call of its own (marks repeat the call); toxicity, %; measured here: cell loss, nuclei count;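 cell loss after 18 h compound exposure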
# * hit, by the source's call; i = inactive; ? = inconclusive; nt = not tested or not shown; + = active, no number; & = joins results of further samples; [ ] = another dose, or the depositor's remark.
SMILES,CSM14.1 death rescue,M17LAP inhibition,Autophagy HCS,Autophagy HCS cell loss 18 h,UTI89 phage lysis,M1AAP inhibition,Dynein cargo inh,Dynein cargo inh cytoplasmic EGFP,Dynein cargo inh nuclear GR-EGFP,Dynein cargo inh cell count,bCat nuc transl,bCat nuc transl cell count 5 µM,MT stabilize HCS,MT stabilize HCS Hoechst-high %,MT stabilize HCS cytotoxicity %,Ins promoter up,Ins promoter up cell count
Cc1ccccc1N1CC(c2nc3ccccc3[nH]2)CC1=O (stereo unspecified),-2.5%,11.2%,i,2.1,0.4%,-0.9%,-0.293,-0.242,0.117,-0.424,nt,nt,2.5,1.3,5.6,-0.85,1377
Cc1c(O)ccc2c(O)c(NC(=O)c3ccc4c(c3)CCC(C)(C)O4)c(=O)oc12,nt,62.6%,nt,nt,0.0%,?,-0.425,-0.279,-0.255,0.524,-4.9,1197,nt,nt,nt,0.27,1425
CC(=O)c1ccc(Nc2ncnc3c2oc2ccccc23)cc1,-0.9%,4.3%,i,12.2,1.2%,0.9%,-0.106,-0.193,-0.0304,0.0728,1.6,1132,1.3,1.4,11.4,0.02,961
Cc1ccc(C(O)(C(=O)NNc2ccc3ccccc3n2)c2ccc(C)cc2)cc1,3.3%&-3.1%,-7.2%&-10.4%,i,7.9&0.6,9.2%&8.1%,-10.8%&-6.4%,-0.424&-0.188,0.52&-0.255,0.0293&-0.15,-0.0701&0.683,-0.7,1052,3.4&2.3,1.7&2.1,7.4&4.1,0.59&0.55,1539&1366
CC1CCCN(C2=C(Cl)C(=O)N(c3cccc(Cl)c3)C2=O)C1 (stereo unspecified),-1.3%,-6.9%,i,0.5,0.1%,3.5%,-0.648,-0.27,-0.363,0.27,nt,nt,2.4,2.1,1.7,0.76,1321
CC(=O)c1cccc(NC(=O)Nc2ccc(C)cc2)c1,-2.1%,3.6%,i,-7.4,-0.1%,3.2%,-0.849,-0.364,-0.425,0.691,0.2,1140,1.2,1.5,0.4,0.24,953
Cc1noc(C)c1C(=O)NCCCN1CCCC1=O,nt,1.4%,i,-6.5,5.3%,-10.3%,0.133,-0.221,0.324,-0.366,nt,nt,1.3,0.9,3.2,nt,nt
Cc1[nH]c(N=Nc2ccccc2)nc1N=Nc1ccccc1,nt,-4.8%,nt,nt,0.2%[50 µM],-8.0%,-0.976,0.0111,-0.823,1.78,1.1,1284,nt,nt,nt,-0.2,972
Cc1ccc(NC(=O)COc2ccc(C3SCCS3)cc2)cc1,0.1%,-10.5%,i,4.1,3.0%,4.2%,-0.575,-0.314,-0.552,0.728,0.0,924,3.9,2.6,8.3,0.85,1345
O=C(Cn1c(=O)n(CC2CCCO2)c(=O)c2ccccc21)N1CCN(c2ccccc2)CC1 (stereo unspecified),1.0%,10.2%,i,2.3,7.3%,5.9%,-0.146,-0.263,0.121,0.377,-0.7,1077,3.4,3.2,6.8,-0.05,1179
COc1ccc2[nH]c(=O)c(CN(CC3CCCO3)C(=O)Nc3ccc(F)cc3)cc2c1 (stereo unspecified),nt,2.6%,i,4.4,-1.3%,20.3%,1.06,-0.176,1.49,-0.94,nt,nt,3.2,1.1,1.6,1.75,1034
N#CC1(c2ccc(NC(=O)c3ccccc3)cc2)CCCC1,-2.4%,-7.4%,i,15.3,0.3%,-10.5%,0.899,-0.107,1.23,-0.361,0.3,1386,3.0,1.6,2.0,0.23,1631
COc1ccc(CNC(=O)c2ccccc2SC)cc1,-2.4%,-7.7%,i,-4.9,0.8%,-2.2%,1.97,-0.0904,1.32,-1.65,4.3,1208,2.6,1.9,7.8,-0.03,1331
Cc1csc(Cn2c(CN(C)C)nc3ccccc3c2=O)n1,1.8%,-9.4%,i,-5.1,1.7%,1.1%,-0.698,-0.322,-0.194,0.354,1.8,1179,4.5,3.6,12.1,-0.69,1266
COc1ccc(-c2[nH]ncc2/C=N/NC(=O)c2cccc([N+](=O)[O-])c2)cc1OC,0.5%,3.5%,i,-6.1,0.0%,7.3%,-0.938,-0.35,-0.538,1.3,-0.1,1046,1.9,1.3,1.8,nt,nt
Clc1ccc(-c2c(C3=NCCCN3)nnn2-c2ccc(Cl)cc2)cc1,nt,18.0%,nt,nt,-0.6%[50 µM],1.1%,-0.00483,-0.204,0.165,0.111,-1.6,1125,nt,nt,nt,-0.62,1356
COC(=O)c1ccc(CNC(=O)COC(=O)c2ccc(N(C)C)cc2)cc1,-1.2%,4.6%,i,-3.9,0.3%,0.6%,-0.808,-0.266,-0.349,-0.0742,-2.7,1175,1.7,2.9,3.1,-0.29,1249
CSc1ccc(C(=O)C2CCCN(C(=O)Cc3nonc3C)C2)cc1 (stereo unspecified),-0.3%,-1.3%,i,-2.2,0.0%,4.6%,-0.435,-0.258,-0.0766,-0.222,3.5,1039,3.9,1.1,5.7,-0.61,1379
CCc1c(C)nc2ccc(Br)cc2c1SCCC#N,-0.7%,-10.9%,i,-11.9,0.0%,3.2%,0.493,-0.244,0.165,-0.795,-0.9,974,4.6,2.3,1.0,-0.89,1221
COc1ccc(NC(=O)N2CCCCC2)cc1,-0.8%,14.5%,i,-4.0,5.2%,0.8%,0.78,-0.235,0.521,-0.137,nt,nt,3.6,1.6,3.1,-0.18,1288
CCOC(=O)C1CCCN(CCC(=O)Nc2cccc(C)c2)C1 (stereo unspecified),2.3%,-8.5%,+,-4.5*,-1.2%,-4.5%,1.06,-0.139,0.742,-1.35,1.0,1543,1.7,2.7,10.5,0.41,1613
CC(C)(C)c1ccc(Oc2cccc(C3CC(=O)C(C4NCCc5ccccc54)C(=O)C3n3cncn3)c2)cc1 (stereo unspecified),0.2%,12.7%,i,1.0,3.8%,?,0.539,-0.175,1.13,-1.12,-0.4,806,2.3,2.0,3.1,0.02,1560
Cc1ccc(N(CN2CCCC2=O)C(=O)c2ccc(C)c(C)c2)cc1,-2.5%,12.8%,i,7.2,0.3%,2.1%,-0.106,-0.381,-0.147,0.166,-0.5,1050,2.0,2.4,10.7,-0.03,1969
CCn1c2ccc(C)cc2c2nc3cc(C(=O)O)ccc3nc21,-1.9%,21.8%,i,14.2,-0.4%[50 µM],15.8%,-0.629,-0.283,-0.522,0.688,3.5,1080,4.6,3.0,0.8,-1.07,1532
O=C(Nc1ccccc1)N1CCN(c2ncccn2)CC1,-1.8%,2.8%,i,7.1,2.5%,-0.5%,0.209,-0.127,0.379,0.23,-3.3,1146,2.8,2.0,2.0,-0.11,1862
CCC(CC)C(=O)Nc1ccc(S(=O)(=O)Nc2nccs2)cc1,-0.9%,12.6%,i,-0.7,-0.4%,11.6%,3.11,0.00648,1.66,-2.04,0.1,1575,3.5,1.5,4.4,0.76,1429
CCOc1cc(C#N)c(NC(=O)c2cccnc2)cc1OCC,-3.5%,8.2%,i,34.6,2.9%[50 µM],9.8%,0.466,-0.0246,0.701,-2.21,nt,nt,38.9*,27.5*,68.7*,nt,nt
CC(Sc1nnc(COc2ccc([N+](=O)[O-])cc2)n1-c1ccccc1)C(=O)O (stereo unspecified),-0.2%,11.7%,i,-6.5,0.3%,-0.2%,0.708,0.116,0.674,-0.207,-2.1,1060,1.1,2.2,6.3,-0.2,1629
S=C1NCCOCCOCCNC(=S)N2CCOCCOCCN1CCOCCOCC2,2.1%,-0.1%,i,13.2,0.3%,-1.6%,-0.728,-0.232,-0.269,0.31,-0.7,1093,2.1,2.3,6.2,-0.24,1268
